# p97 ATPase inh: inhibitors of human p97 ATPase, primary screen, biochemical | recombinant p97 ATPase, Kinase-Glo ATP luminescence, 3 h | hit rate 0.42% among 220,000 | inhibition, % at 8 µM | Transitional endoplasmic reticulum ATPase (Homo sapiens), P55072; in the data active = inhibition above about 15%;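 note: 0% = DMSO vehicle and 100% = wells lacking enzyme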
# FXIIa inh: human FXIIa protease inhibitors, primary screen, biochemical, 1536-well | inhibition, % at 5 µM | AID 800, 2007 | purified FXIIa, Boc-QGR-AMC fluorogenic substrate, 2 h | Coagulation factor XII (Homo sapiens), P00748 | hit rate 0.3% among 220,000; in the data active = inhibition above about 40%;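 note: 0% = enzyme with no compound and 100% = blank without enzyme; many of its hits are not listed in these tables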
# PERK inhibitor: block of dimerizer-induced PERK translation repression, primary screen, PERK inhibitor project, CHO PERK-DD cells, SEAP luminescence, HTS; Eukaryotic translation initiation factor 2-alpha kinase 3 (Homo sapiens), Q9NZJ5; hit rate 0.17% among 220,000; CHO PERK-DD fusion, SEAP luminescence translation reporter; inhibition, % at 5.6 µM; AID 1416, 2008;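 active = inhibition above the mean inhibition of all tested compounds plus 3 SD, set separately per screening campaign, cut at about 2.9% in these data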;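 note: PERK kinase domain activated by AP20187 dimerizer at 100 nM; 0% = DMSO with dimerizer and 100% = rapamycin at 8.4 µM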
# FXIa inh: human FXIa protease inhibitors, primary screen, biochemical, 1536-well | inhibition, % at 5 µM | purified FXIa, Boc-Glu-Ala-Arg-AMC fluorogenic substrate | hit rate 0.14% among 220,000 | Coagulation factor XI (Homo sapiens), P03951;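 active = inhibition of at least 40%; inactive = inhibition below 40%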;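 note: fluorescence of freed AMC excited at 355 nm; 0% = enzyme without compound and 100% = no enzyme blank; many of its hits are not listed in these tables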
# hK5 inh: human KLK5 protease inhibitors, primary screen, biochemical, 1536-well | AID 873, 2007 | Kallikrein-5 (Homo sapiens), Q9Y337 | hit rate 0.59% among 210,000 | recombinant hK5, fluorogenic AMC substrate cleavage | inhibition, % at 5 µM;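 active = inhibition of 40% or more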;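 note: 0% = enzyme controls without compound and 100% = no-enzyme blanks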
# Target sequence (Q9Y337 67-293 limits assumed): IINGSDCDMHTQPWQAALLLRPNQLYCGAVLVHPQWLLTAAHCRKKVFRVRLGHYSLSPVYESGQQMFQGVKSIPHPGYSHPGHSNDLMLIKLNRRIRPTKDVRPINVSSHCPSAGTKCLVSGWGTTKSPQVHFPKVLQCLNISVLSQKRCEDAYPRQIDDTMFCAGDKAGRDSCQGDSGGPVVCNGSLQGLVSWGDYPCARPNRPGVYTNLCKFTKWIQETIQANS
# Wee1 stabilizer: Wee1 degradation inhibitors, primary screen, cell-based, HeLa, Wee1K328M-luciferase, luminescence; HeLa Luc-Wee1K328M stability; 100% = proteasome inhibitor MG132 effect; reporter increase, % at 5 µM; hit rate 1.2% among 220,000;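 active = activation above the mean of all tested compounds plus 3 SD, set per screening run, cut at about 8.8% in these data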;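 note: cells exposed to compound for 20 h before luminescence read; 0% = DMSO alone and 100% = MG132 at 30 µM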
# KCC2 mod: KCC2 cotransporter modulators, thallium flux, primary screen, cell-based, HEK293 KCC2, FluoZin-2 fluorescence, MLSMR; Solute carrier family 12 member 5 (Homo sapiens), Q9H2X9; KCC2 cells, thallium flux FluoZin-2 fluorescence; B-score of Tl+ flux slope (higher = more flux/activation; lower = inhibition) at 10 µM; hit rate 2.2% among 190,000;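 active = thallium flux slope and its plate-corrected score both differing from the plate sample mean at a set confidence after two filtering rounds, in either direction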;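 note: slope of fluorescence scaled to starting intensity during 10 to 20 s after thallium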
# Furin inh: human furin inhibitors, primary screen, biochemical, fluorescence intensity; P09958; inhibition, % at 30 µM; AID 463115, 2010; purified furin, fluorogenic substrate cleavage; hit rate 0.061% among 220,000; in the data active = inhibition above about 25%; note: inactives centre near -15
# Target sequence (P09958 108-714 limits assumed): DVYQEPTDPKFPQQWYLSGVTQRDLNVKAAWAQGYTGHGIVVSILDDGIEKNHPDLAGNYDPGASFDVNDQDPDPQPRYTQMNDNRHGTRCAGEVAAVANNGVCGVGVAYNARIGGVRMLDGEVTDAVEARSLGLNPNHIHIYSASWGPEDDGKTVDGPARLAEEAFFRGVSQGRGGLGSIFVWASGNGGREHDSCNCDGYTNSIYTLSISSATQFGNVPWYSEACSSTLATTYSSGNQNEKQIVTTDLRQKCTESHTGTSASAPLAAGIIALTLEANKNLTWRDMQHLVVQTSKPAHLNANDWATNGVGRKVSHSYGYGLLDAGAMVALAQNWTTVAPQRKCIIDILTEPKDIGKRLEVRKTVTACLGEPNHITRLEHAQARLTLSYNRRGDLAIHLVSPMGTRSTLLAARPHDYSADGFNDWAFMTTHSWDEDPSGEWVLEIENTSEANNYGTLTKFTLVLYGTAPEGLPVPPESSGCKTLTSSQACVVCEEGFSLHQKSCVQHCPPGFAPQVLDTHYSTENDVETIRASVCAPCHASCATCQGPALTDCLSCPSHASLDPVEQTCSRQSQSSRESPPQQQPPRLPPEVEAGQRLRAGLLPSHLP
# Thrombin inh: human alpha-thrombin inhibitors, primary screen, counter-screen for coagulation protease inhibitor project, biochemical, 1536-well, fluorogenic AMC substrate; inhibition, % at 5 µM; Boc-VPR-AMC fluorogenic substrate cleavage; Prothrombin (Homo sapiens), P00734; hit rate 0.26% among 220,000;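 active = inhibition at or above 40%; inactive = inhibition below 40%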;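 note: 0% = enzyme with no compound and 100% = wells without enzyme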
#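 Assay system: human alpha-thrombin enzyme. Reagent: Boc-VPR-AMC substrate, 15 µM final. Compound dosing: one concentration per compound, 5 µM, with 0.2% DMSO. Incubation: room-temperature reaction. Technique: AMC fluorescence, 355/460 nm. Measure: % inhibition relative to enzyme controls and enzyme-free blanks.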
# Numbers without * were called inactive; x = no result given; [ ] = another dose, or the depositor's remark.
# Screens in order: p97 ATPase inh, FXIIa inh, PERK inhibitor, FXIa inh, hK5 inh, Wee1 stabilizer, KCC2 mod, Furin inh, Thrombin inh
COCCn1c(N)c(Sc2ccccc2[N+](=O)[O-])c(=O)[nH]c1=O
  2.1, 9.6, 1.1, 3.1, 3.9, 0.1, -0.0759, -18.8, -0.9
COc1ccc(Cl)cc1NC(=S)N(Cc1cccnc1)Cc1ccco1
  0.9, 6.0, -0.1, 1.8, -1.8, -4.6, -1.71, -33.3, x
COC(=O)c1sc(NC(C)=O)c(C(=O)OC)c1C
  -4.2, 3.8, 1.0, -6.3, -5.5, -3.1, x, -26.5, -2.0
C=CCOc1c(Br)cc(CNc2ccc(NC(=O)CCC)cc2)cc1OCC
  -3.2, 11.3, -0.5, 2.6, -6.9, 2.6, -0.0967, -0.4[20 µM], 2.5
CCCn1c(=O)[nH]c(=O)c2c1nc(-c1ccc(OC(F)F)c(OC)c1)n2CCOC
  -0.3, 1.4, -1.5, -4.0, -8.1, -0.9, -0.388, -17.7[20 µM], -4.9
Cc1ccc(-c2nnc(N3CCOCC3)c3ccccc23)cc1S(=O)(=O)NCC1CCCO1 (centres undefined)
  -3.6, -8.7, -0.9, -7.8, -2.3, 4.1, -0.0884, 0.9, -6.1
CCCCNC(=O)c1ccc(/C=C2\Oc3ccccc3N(C)C2=O)cc1
  1.9, 3.4, 0.1, -5.3, -10.2, 4.6, -0.563, -29.2, -0.7
COc1ccc(S(=O)(=O)N2CCC(C(=O)N3CCCC3)CC2)cc1Cl
  -7.5, 5.7, -1.6, 2.3, -9.5, -1.7, 0.483, 1.3[20 µM], -5.7
O=C(CCn1c(=O)sc2ccccc21)NCc1ccc2c(c1)OCO2
  -0.5, 11.0, 0.6, 8.3, -3.6, 2.6, -0.859, -10.8[20 µM], 2.1
NC(=O)NCc1cccnc1
  1.4, 0.9, 1.1, -3.4, x, -3.3, 0.888, -15.4, -7.0
CN(C)/C=C1\N=C(c2ccc3c(c2)OCO3)OC1=O
  -6.1, 6.8, -0.7, -1.6, -3.5, 1.0, 0.11, 11.8[20 µM], 1.3
Nc1ccc(-c2nc3ccc(N)cc3[nH]2)cc1
  6.5, -15.1, 0.8, -7.8, -40.8, -0.8, x, -19.3, -33.0
Cc1ccc(S(=O)(=O)N2CCN(c3cnn(C)c(=O)c3Cl)CC2)cc1
  -0.7, 11.3, 0.3, -0.7, -6.2, 0.6, -0.318, -11.6, 4.8
O=C1CCC(=O)N1c1ccccc1-c1ccccc1
  5.9, 0.0, 1.5, -22.9, -34.9, 3.1, x, -16.0, -6.0
CCc1nc(C)c(-c2ccccc2)c(=O)[nH]1
  3.0, 11.7, -0.2, 0.9, -1.9, -2.5, 0.0126, 1.4[20 µM], -2.1
CC(C)Nc1cc(N2CCCC2)ccc1[N+](=O)[O-]
  -2.0, 13.8, 1.0, 2.1, -13.1, 2.5, x, -3.0[20 µM], -1.7
Cc1nn(-c2cccc(Cl)c2)c(Cl)c1/C=N/NC(=O)c1cccs1
  8.1, 9.4, 0.9, 5.1, -7.2, -2.9, 0.437, -26.2, -5.2
Cc1nnc(SCc2ccc(F)cc2)n1NC/C=C/c1ccccc1
  -0.7, 18.1, 0.6, 8.2, -2.8, -2.5, -4.67*, -17.6[20 µM], 6.8
COc1cc2c(C(=O)NCCN(C)C)cn(CC(C)C)c(=O)c2cc1OC
  7.1, 8.4, -0.6, 1.0, 3.5, -0.7, -0.532, -23.4, -2.0
COc1cc(C2OCC3C(c4cc(OC)c(OC)c(OC)c4)OCC23)cc(OC)c1OC (centres undefined)
  x, 6.5, x, 1.9, 0.4, x, -0.133, -20.0, 2.0
CCOC(=O)C(C)Oc1cccc2c(=O)n(CC(=O)NCc3ccc4c(c3)OCO4)ccc12 (centres undefined)
  -3.4, -1.9, 0.2, -8.5, -4.0, 8.8, 1.01, -9.0, -3.4
C=C(Cl)COc1ccc2c(CC)cc(=O)oc2c1
  -11.8, 0.8, -0.4, 1.1, 4.4, -1.3, -0.507, -0.3, 3.8
Cc1cc(C)cc(N2C(=O)CSC2c2ccccn2)c1 (centres undefined)
  0.5, 5.6, 0.1, 1.9, x, 2.5, 0.00702, -8.2, -0.5
CCOC(=O)c1ccc(NC(=O)C(C)NS(=O)(=O)c2ccc(OC)cc2)cc1 (centres undefined)
  -1.6, 16.5, -0.4, -4.2, -13.2, -2.8, -0.0144, -26.3[20 µM], -12.7
CCC(C)(C)C(=O)Nc1ccc(OC)cc1[N+](=O)[O-]
  1.9, 5.8, 2.2, -0.1, -14.1, -1.1, 1.28, -8.0, -1.4
Cc1cc(NC(=O)CSc2nccn2-c2ccc([N+](=O)[O-])cc2)no1
  6.0, 1.5, 0.9, 3.4, 1.0, 6.0, 1.33, -20.2, -2.4
O=C(N/N=C/c1ccc(O)cc1)/C(=C/c1ccccc1)CCO
  5.0, 5.4, 1.0, 11.4, -5.7, 2.2, -0.344, -6.6, -4.0
C=CCN1C(=O)C(Cc2ccc(C)cc2)S/C1=N/N=C/c1ccco1 (centres undefined)
  1.0, 7.5, 0.0, 5.3, 5.8, -1.8, x, -13.5[20 µM], 1.4
O=[N+]([O-])c1cccc(/C=N/Nc2cc(Cl)nc(-c3ccccc3)n2)c1
  2.6, -22.9, 1.4, -14.4, -1.4, -2.6, x, -16.4[20 µM], -7.1
Cc1[nH]c2ccccc2c1C(=O)CSc1ccccc1
  1.1, 3.5, 0.8, 4.7, -4.1, -2.5, -0.515, -27.0, -7.2
CCNC(=O)COC(=O)c1cc(-c2ccc(OC)cc2)nc2ccccc12
  -3.1, -6.2, 0.2, -10.8, -111.1, -0.7, 0.867, -10.5[20 µM], -2.7
O=C(Nc1cc(Cl)ccc1Cl)N1CCCC1
  4.7, 8.6, 0.7, 2.4, x, 2.8, -0.0059, -12.8, 2.6
Cc1ccc(NC(=O)/C(Cl)=C/c2ccccc2)cc1C
  -5.1, 12.2, 0.7, 6.4, -20.4, 2.7, -0.593, 0.5, 2.3
CCCS(=O)(=O)c1cn2cccc(N)c2c1S(=O)(=O)CCC
  2.8, 2.6, 0.7, -9.1, -8.1, -0.6, 0.114, -9.7, -2.6
O=C(Cn1nnc(-c2ccc(S(=O)(=O)N3CCCC3)cc2)n1)NCC1CCCO1 (centres undefined)
  -6.6, 3.0, -1.0, -3.4, -8.2, 0.8, -0.508, -5.2[20 µM], -7.4
CCOC(=O)c1cc2c(nc1NC(=S)NCc1ccccc1)CCCC2
  8.3, 0.4, 0.3, -3.9, -6.2, 8.6, 5.23*, -16.3, -0.3
c1ccc(Oc2ccc(-c3ccnc4ncnn34)cc2)cc1
  0.2, 4.3, 1.6, -1.8, -9.1, 6.0, -0.281, -11.2, 4.5
COC(=O)c1ccc(N2C(=O)CC(NCc3ccccc3)C2=O)cc1 (centres undefined)
  1.9, 13.3, -0.4, -2.6, 1.7, 2.6, 1.36, -10.9[20 µM], -5.2
Cc1cc(C)n2cc(CSc3nnnn3-c3ccccc3C)nc2n1
  2.6, 0.6, -0.3, -1.2, -7.4, -1.4, -0.268, -25.6, -4.3
CC(C)C(=O)Nc1ccc(C(=O)N/N=C/C2CC3C=CC2C3)cc1 (centres undefined)
  -8.7, 12.9, -0.7, -1.6, 2.8, -1.0, 1.87, -16.6, 14.1
Cc1ccc(S(=O)(=O)N(CC#N)CC#N)cc1
  1.6, 7.7, 0.5, -2.9, -1.7, 6.9, 0.589, -25.8, -9.4
COc1cc(CCCN2C(N)=NC[C@@H]2Cc2ccccc2)cc(OC)c1OC
  x, 2.9, x, -3.9, -3.0, x, 0.346, -20.5, -7.9
CCC(=O)NC(NC(=S)Nc1c(C)n(C)n(-c2ccccc2)c1=O)C(Cl)(Cl)Cl (centres undefined)
  3.5, 10.9, 0.9, -14.7, 15.3, -0.5, 0.686, -20.7, 6.1
O=[N+]([O-])c1ccc(OCCO)c(P(=O)(c2ccccc2)c2ccccc2)c1
  -4.9, 24.3, -0.3, 69.6*, 33.2, -0.2, 1.38, 1.9, 7.0
CCN(CC)c1nc2n(c(=O)n1)CCN2CC
  7.3, 7.9, -0.8, -15.1, -6.1, 2.6, -0.439, -7.1, 1.4
c1csc(C2=Nn3c(nnc3-c3ccncc3)SC2)c1
  3.8, 23.0, 0.9, 8.7, 12.1, -1.2, -1.53, -9.4[20 µM], 6.5
COc1ccc(C(=O)COC(=O)c2ccc3ccccc3n2)cc1
  -4.2, 9.1, 1.5, -0.5, -4.1, -0.4, -3.84, -11.3, -1.9
COC(=O)c1ccc(C(=O)OC)c(NC(=S)N2CCCC(CO)C2)c1 (centres undefined)
  5.7, 9.0, 0.4, 4.6, -1.9, 0.9, 0.958, -8.3, 0.8
Nc1nc(SCC(=O)NCCN2CCOCC2)nc2sc3c(c12)CCC3
  2.8, 4.7, 0.7, 0.2, -10.5, -2.1, 0.373, -15.0, -3.7
CS(=O)(=O)c1cnc(-c2ccccc2)nc1Oc1ccc(Cl)cc1
  3.6, 9.6, 0.1, 8.7, 24.0, -1.6, 0.0913, -4.0[20 µM], 10.7
CCC(C)(C)NC(=O)C(c1cccn1C)N(C(=O)Cn1nnc2ccccc21)c1ccc(NC(C)=O)cc1 (centres undefined)
  3.3, 1.8, 2.6, -3.7, -6.0, 5.2, -0.219, -17.2, -5.0
Cc1ccccc1Cn1c2ccccc2c2cnn(CC(=O)NCc3ccco3)c(=O)c21
  -0.5, 7.2, -0.6, -0.3, 1.1, 5.7, -0.21, -24.2, 1.4
N#Cc1nc(Cc2ccccc2)oc1NCCc1ccccc1
  -11.1, 19.8, -0.6, 5.4, -2.5, -1.3, -4.49*, -10.7[20 µM], -2.0
O=S(=O)(c1ccccc1)N1CCC(N2CCCCCC2)CC1
  2.0, 3.0, -0.1, -3.4, 0.6, -1.6, -0.723, -10.8, -4.5
Cn1cccc1/C=C1\SC(=S)N(NC(=O)c2ccccc2)C1=O
  0.8, 0.0, 0.3, 2.4, -15.3, 9.0*, -2.65, 7.1, -14.6
COCC(C)n1c(SCc2nc(N)nc(Nc3ccccc3C)n2)nc2ccccc2c1=O (centres undefined)
  4.0, 14.7, -2.5, -1.4, 2.2, 1.6, x, -20.9[20 µM], 3.9
O=C(O)c1ccccc1Nc1ccnc(Cl)n1
  2.2, 6.6, 0.6, -4.6, -3.2, 4.0, x, -32.5, -4.9
CCOC(=O)CSC1=N/C(=C/c2ccc(-n3cncn3)cc2)C(=O)N1C(C)=O
  3.6, 9.4, 0.8, 3.8, x, -1.2, -0.0408, -23.6, 86.8*
Cn1c(=O)c2c(nc(NN=C3CCCCC3)n2C)n(C)c1=O
  -3.6, 12.1, 1.3, -0.4, 5.8, -0.5, 0.944, -14.8, 2.6

# Screening data from PubChem BioAssay.
